From PubChem BioAssay
bCat nuc transl: modulators of beta-catenin nuclear translocation, primary screen, imaging, HeLa cells, immunofluorescence, high-content. AID 1665, 2009. nuclear translocation activity, % at 5 µM. 190,000 tested, 0.3% active;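 active = nuclear translocation activity above 50% at 5 µM, with a well cell count of 50 or more; inconclusive = wells under 50 cells across six images, flagged as toxic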;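 note: per-cell ratio of nuclear to cytoplasmic median beta-catenin stain intensity; plate controls were DMSO negative control for no effect and GSK-3 inhibitor IX positive control for full effect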
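Test system: HeLa cells, endogenous beta-catenin; Compound: single 5 µM dose plus 0.02–20 µM confirmation series; Times: compound exposure 24 h at 37°C; Signal: fluorescence imaging of beta-catenin antibody stain plus DAPI; Read-out: % activation, nuclear-to-cytoplasmic median beta-catenin signal ratio per cell.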
Insulin prom up: insulin promoter activators in MIN6 cells, imaging, high-content screening, mouse beta cells. MIN6 insulin promoter-GFP reporter; active compounds read high. z-score at 5 µM. 190,000 tested, 0.3% active. AID 1625, 2009;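 active = z-score above 3 at 5 µM with at least 500 cells counted in the well; inconclusive = wells under 500 cells, flagged as cytotoxic or low count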
XIAP antagonists: XIAP antagonists, biochemical, IAP family, fluorescence polarization (AID 1018); XIAP BIR domain, fluorescence polarization peptide displacement; higher % means a stronger effect; displacement, % at 20 µM, or IC50 in µM where a hit was titrated; 200,000 tested, 0.007% active; in the data active = displacement above about 50%; note: a part of the inactive calls stands beside numbers as strong as those of hits
Autophagy HCS: autophagy modulators in MEF cells, primary screen, imaging, high-content, MEF GFP-LC3; MEF GFP-LC3 puncta imaging; test concentration mostly 10 µM; calls only at 10 µM (by protocol); 190,000 tested, 0.98% active; AID 463193, 2010;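 active = percentage of spot-positive cells more than 3 SD above its plate mean, without a fluorescence outlier flag or 80% toxicity; inconclusive = no clear call, values can overlap the other calls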;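 note: spot-positive cell cutoff set from DMSO-treated cells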
Hep lipid drop: inhibitors of hepatocyte lipid droplet formation, primary screen, imaging, high-throughput imaging, BODIPY stain | AID 1656, 2009 | AML12 mouse hepatocytes, oleate lipid droplets | 240,000 tested, 0.4% active | inhibition, % at 6.5 µM;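 active = lipid droplet intensity inhibited by at least 50%, with more than 500 cells counted; inconclusive = wells with under 300 cells, treated as cytotoxic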
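System: AML12 hepatocytes (mouse). Probe or stimulus: oleic acid at 100 µM to induce lipid droplet formation. Times: overnight treatment with compound plus oleate. Detection: Image-based BODIPY and DAPI two-channel analysis. Evaluation: percent inhibition of filter-corrected integrated lipid droplet intensity per well.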
CSM14.1 death rescue: rescue of cells from ER stress-induced death, primary screen, 384-well, CSM14.1, thapsigargin, ATP luminescence (AID 1222); CSM14.1 thapsigargin-induced death rescue, ATP luminescence; higher % means a stronger effect; 190,000 tested, under 10 active; cellular ATP content (survival), % at 20 µM, or EC50 in µM where a hit was titrated;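 active = EC50 below 50 µM in the dose-response confirmation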;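 note: death triggered by thapsigargin at about 15 µM added after 2 h compound pretreatment; cell ATP read after overnight thapsigargin exposure of roughly 18 to 22 hours; normalized against plate controls of thapsigargin alone and 5% DMSO vehicle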
MT stabilizer: microtubule stabilizers in HeLa cells, primary screen, imaging, high-content imaging. HeLa tubulin immunostaining HCS, 24 h; share of cells brighter than vehicle mean+2SD. % tubulin-high responders, % at 10 µM. 200,000 tested, 0.83% active. AID 2205, 2009;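 active = plate Z-score above 3 for both tubulin-high and condensed-nucleus cell shares, with cell loss under 80%, at 10 µM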;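 note: anti alpha tubulin signal scored within the nucleus-defined area of each cell; some results filed as inactive read as strong as hits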
WT yeast gro inh: growth inhibition of WT strain, primary screen, mitochondrial fusion inhibitor project, WT and mutant strains, chemical genetic. inhibition, % at 10 µM. AID 1362, 2008. 190,000 tested, 2.1% active. mitochondrial fusion phenotypic screen; in the data active = inhibition above about 58%; tested in S. cerevisiae
Dynein transport: inhibitors of GR-EGFP nuclear translocation, primary screen, dynein cargo transport inhibitor project, imaging, high-content, 3617.4 mouse cells; test concentration mostly 20 µM; stimulated with dexamethasone, 1 µM; active compounds read low; z-score, hits read low; 220,000 tested, 0.47% active;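 active = plate z-score of nuclear minus cytoplasmic receptor signal below a set negative limit, without overly bright fluorescence or cell loss, cut at about -3.5 in these data, passing the limit was not always enough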;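 note: z-score of nuclear minus cytoplasmic ring GR-EGFP intensity difference per well; some compounds called inactive have numbers as strong as hits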
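Also added: dexamethasone, 1.0 µM final. Medium: tet-free, stripped-serum medium. Detection: fixed, Hoechst-stained cells imaged at 10x for EGFP. Read-out: nuclear-to-cytoplasmic GR-EGFP distribution per well. Times: induction 48 h, compound 1 h, agonist 30 min.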
WT yeast gro inh mutant strain: recorded beside WT yeast gro inh, whose call it bears; inhibition, %; mitochondrial fusion phenotypic screen, mutant strain inhibition
Dynein transport cytoplasmic EGFP: further read-out of Dynein transport, marked with its call; z-score; measured here: cytoplasmic GR-EGFP intensity; active compounds read high
Dynein transport nuclear GR-EGFP: further read-out of Dynein transport, marked with its call; z-score; measured here: nuclear GR-EGFP intensity;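 lower value marks the stronger effect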
Dynein transport cell count: further read-out of Dynein transport, marked with its call; z-score; measured here: cell count per field
Insulin prom up cell count: recorded beside Insulin prom up, whose call it bears; cell count; measured here: cytotoxicity, nuclei count;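 total cells summed across four imaged fields per well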
Hep lipid drop cells 6.5 µM: recorded beside Hep lipid drop, whose call it bears; cell count; measured here: cell count, cytotoxicity flag;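 cells counted across two imaged fields per well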
bCat nuc transl cell count 5 µM: recorded beside bCat nuc transl, whose call it bears; cell count; measured here: cell count, cytotoxicity flag
MT stabilizer Hoechst-high %: also measured in MT stabilizer; calls as there; % Hoechst-high responders; measured here: nuclear condensation Hoechst responders;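 share of cells brighter than vehicle mean plus two SD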
MT stabilizer cytotoxicity %: also measured in MT stabilizer; calls as there; toxicity, %; measured here: cytotoxicity by cell density;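 0% = mean cell density of plate MIN control wells and 100% = no cells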
Autophagy HCS cell loss 18 h: recorded beside Autophagy HCS, whose call it bears; toxicity, %; measured here: cell loss, nuclei count;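 cell loss after 18 h compound exposure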
Starred values were filed as active, the others as inactive; i = inactive; u = inconclusive; x = not tested or not shown.

SMILES	bCat nuc transl	bCat nuc transl cell count 5 µM	Insulin prom up	Insulin prom up cell count	XIAP antagonists	Autophagy HCS	Autophagy HCS cell loss 18 h	Hep lipid drop	Hep lipid drop cells 6.5 µM	CSM14.1 death rescue	MT stabilizer	MT stabilizer Hoechst-high %	MT stabilizer cytotoxicity %	WT yeast gro inh	WT yeast gro inh mutant strain	Dynein transport	Dynein transport cytoplasmic EGFP	Dynein transport nuclear GR-EGFP	Dynein transport cell count
O=C(COc1ccc(Cl)cc1Cl)N(c1ccccn1)C1CCCCC1	-1.5	1295	-1.1	1311	-0.4%	i	12	-56	614	-1.4%	1.9	2.0	0.6	28	-2	-0.69	-0.24	-0.2	0.66
CN1CCC/C1=C/C=C1\SC(=S)NC1=O	-1.1	1042	0.68	1546	-8.9%	i	33	14	571	0.5%	2.8	1.6	6.7	19	12	0.25	-0.22	0.29	-0.6
O=C(CN1CCN(C/C=C/c2ccccc2)CC1)NC(=O)NC1CCCCC1	-0.1	1134	-1	1357	-6.1%	i	2	2	652	-11%	3.9	3.1	12	-26	-14	1	-0.096	0.54	0.057
CC(NC(=O)c1ccccc1Cl)C1COc2ccccc2O1 (stereo not drawn)	-0.6	997	x	x	-2.6%	i	2	18	787	-2.5%	3.2	2.0	51	-21	-20	-0.79	-0.23	-0.15	-0.25
O=C(NNC(=O)c1ccccc1-n1cccc1)c1ccc(Cl)cc1Cl	-1.2	1352	0.14	1606	-2.3%	i	6	x	x	-1.6%	0.8	2.0	7.7	-2	4	1.3	-0.17	0.7	-1.4
O=C(CSc1nnc(-c2ccc(Br)cc2)o1)N1CCN(C(=O)c2ccco2)CC1	-5.9	1084	-0.43	1325	-1.4%	i	-2	x	x	0.5%	4.7	2.7	2.5	2	-14	-0.76	-0.15	-0.12	0.22
CCN1CCC(=NNC(=O)c2ccc(C)c([N+](=O)[O-])c2)CC1	-3.2	1061	-0.23	864	-5.2%	i	-5	0	796	-2.2%	1.9	1.3	8.3	-3	2	-0.17	-0.0092	0.29	0.23
CCOC(=O)C(=CNNc1c(C)csc1C(=O)OC)C(=O)OCC	-0.4	1365	0.85	1073	x	x	x	-11	754	x	x	x	x	x	x	0.66	-0.29	0.097	0.6
O=C(NNC(=O)c1ccco1)c1ccccc1	1.4	1056	0.11	1439	-5.9%	i	21	-6	485	-2.5%	3.9	2.0	5.2	5	-20	1.1	0.053	0.78	-0.78
Cc1ccc(C2CC(=O)N(c3ccc(F)cc3)C3=C2C(=O)CCC3)cc1 (stereo not drawn)	-2.3	917	-0.96	1284	-4.7%	i	4	x	x	-1.8%	3.7	1.6	3.2	16	0	0.77	-0.15	0.33	-1.2
Cc1nn(C)cc1C(C)NC(=O)c1cc(COc2c(F)cccc2F)on1 (stereo not drawn)	-2.6	1013	-0.3	1483	-5.5%	i	-32	20	725	2.5%	3.5	2.5	2.6	0	3	-0.65	-0.31	-0.22	0.5
NS(=O)(=O)c1ccc(CCNC(=O)C(=O)C2C(=O)Nc3ccccc32)cc1 (stereo not drawn)	-0.2	1331	0.34	1215	x	x	x	0	697	x	x	x	x	x	x	-0.37	0.0013	-0.26	0.3
COc1ccc(N/C=C/C(=O)c2ccc3c(c2)OCO3)cc1OC	3.5	526	0.87	1362	-2.3%	i	4	4	733	-4.5%	4.9	4.5	8.1	3	-8	-0.55	-0.18	0.55	0.26
CC1CCN(C(=O)C2CC(c3ccc(F)cc3)=NO2)CC1 (stereo not drawn)	-6.2	1002	-0.26	1658	1.8%	i	-9	x	x	-0.1%	5.5	3.5	3.5	x	x	-0.85	-0.36	-0.18	0.32
COc1cccc(CN2CCN(C3CCN(c4ccccc4F)CC3)CC2CCO)c1 (stereo not drawn)	0.9	1031	0.03	1419	-1.5%	i	-13	-18	729	-0.1%	x	x	x	-18	-7	-1.4	-0.25	-0.41	0.52
CCOC(=O)N1CCC(N(CCN(C)C)C(=S)Nc2ccc(Oc3ccccc3)cc2)CC1	-1.8	934	-0.71	1566	-1.9%	i	-7	0	649	4.5%	3.0	2.5	12	18	0	0.26	0.028	0.24	-0.63
CCCCN(C(=O)Cn1nnc2ccccc21)C(C(=O)NCCOC)c1ccc(OC)cc1OC (stereo not drawn)	-7.7	1198	-0.5	1245	-8.0%	x	x	-6	733	-0.8%	x	x	x	-13	-5	x	x	x	x
CCc1nnc(NC(=O)CCC(=O)N2CCN(C3c4ccccc4-c4ccccc43)CC2)s1	-1.7	994	-0.23	1304	-18%	i	9	-1	662	11%	3.2	2.5	7.1	-3	1	-0.64	-0.32	-0.56	0.27
Cc1cc(C)nc(NS(=O)(=O)c2ccc(NC(=O)c3ccc4c(c3)OCCO4)cc2)n1	1.7	881	0	1541	-8.3%	i	12	0	691	0.1%	3.5	1.2	9.7	-1	-3	1.8	-0.16	1.6	-1.3
CN(C)c1cc[n+](Cc2ccccc2)cc1	-2.1	932	u	x	-3.6%	i	16	x	x	31%	3.8	2.7	4.7	18	0	0.058	-0.19	0.62	-0.055
O=C1CCN(S(=O)(=O)c2cccs2)c2ccc(C(F)(F)F)cc2N1	-0.3	1101	0.38	1084	-8.0%	i	4	-1	710	-2.4%	2.8	2.2	14	-7	2	-0.59	-0.35	-0.082	0.68
O=C1CC(C(=O)O)c2ccccc2N1 (stereo not drawn)	0.0	1159	0.13	1299	-1.9%	i	-6	x	x	-2.8%	9.2	1.7	8.6	-7	2	0.67	0.047	0.76	-0.38
Cc1cccc(-n2nnc(C(=O)NCc3ccccc3Cl)c2N)c1	x	x	x	x	-2.8%	i	27	-7	767	-0.4%	2.1	2.3	7.7	-15	0	0.29	-0.26	0.26	-0.41
CC(=O)Nc1nc2ccccc2n1Cc1ccccc1Cl	1.3	1322	0.22	985	x	x	x	-6	784	x	x	x	x	x	x	0.84	0.43	1.2	-0.9
CCN(CCC(=O)Nc1cc([N+](=O)[O-])ccc1OC)Cc1ccccc1	-0.8	578	-0.4	1236	-10%	i	-5	-13	711	-4.8%	3.1	2.8	5.5	-6	-16	-0.79	-0.26	-0.74	0.62
Next part:
SMILES	bCat nuc transl	bCat nuc transl cell count 5 µM	Insulin prom up	Insulin prom up cell count	XIAP antagonists	Autophagy HCS	Autophagy HCS cell loss 18 h	Hep lipid drop	Hep lipid drop cells 6.5 µM	CSM14.1 death rescue	MT stabilizer	MT stabilizer Hoechst-high %	MT stabilizer cytotoxicity %	WT yeast gro inh	WT yeast gro inh mutant strain	Dynein transport	Dynein transport cytoplasmic EGFP	Dynein transport nuclear GR-EGFP	Dynein transport cell count
CC(C)OC(=O)c1nnn(-c2nonc2N)c1CN1CCc2ccccc2C1	x	x	x	x	3.0%	i	3	x	x	3.2%	3.2	2.0	6.1	29	20	-0.18	-0.22	0.21	0.031
O=S(=O)(c1ccccc1Oc1ccc(Cl)cc1Cl)N1CCCCC1	-2.2	1103	0.07	1448	x	x	x	-6	671	x	x	x	x	x	x	-1.4	-0.27	-0.62	1.7
O=[N+]([O-])c1ccc(-c2cn(-c3ccccc3)c(=S)[nH]2)cc1	-0.2	1149	0.06	1460	1.2%	i	-6	-2	649	1.2%	7.5	2.5	11	-7	12	-0.59	-0.21	-0.25	-0.041
CSc1ncccc1C(=O)NCC12CC3CC(CC(C3)C1)C2	-2.5	1097	0.1	1674	-4.5%	i	-4	8	686	-1.5%	2.4	3.2	9.8	-2	-8	1.5	-0.018	0.76	-0.65
CCOc1cccc(-c2nn3c(-c4ccco4)nnc3s2)c1	1.7	1181	-0.11	1015	-2.5%	i	14	x	x	-0.3%	4.0	2.6	3.9	-2	8	-0.45	-0.44	-0.62	1.2
Cc1ccc2nc(/N=C(\N)NC(=O)NC3CCCCC3)nc(C)c2c1	2.0	1280	0.18	1105	x	x	x	24	701	x	x	x	x	x	x	0.6	-0.17	0.62	-0.62
CC(C)C(=O)Nc1nc(-c2ccccc2)ns1	2.6	449	x	x	-3.4%	i	0	0	761	-3.1%	6.6	1.7	5.1	-13	-6	1.7	-0.12	0.94	-1.8
CCOC(=O)CN1C(=O)C(C)(C)Oc2ccc(C(=O)Nc3ccccc3OC)cc21	-3.3	1066	0.14	833	-3.1%	i	-8	-19	711	-2.3%	1.4	1.2	1.4	-7	-2	-0.4	-0.19	-0.34	0.24
NC(=O)c1c(NC(=O)CCCC(=O)O)sc2c1CCCCCC2	x	x	0.46	1276	-3.6%	i	12	x	x	-3.5%	5.3	3.0	4.6	4	9	0.73	-0.2	0.54	-1.2
C=CCn1c(SCC(=O)Nc2nnc(CC)s2)nnc1-c1cccnc1	-2.9	1310	-0.4	1618	-5.4%	i	-3	x	x	-1.6%	2.3	1.5	5.4	12	5	-0.17	-0.2	0.21	-0.29
C=CCN(c1ccccc1Cl)S(=O)(=O)c1cc(C(=O)N2CCCC2)ccc1Cl	0.6	1285	-0.1	1093	x	x	x	-50	617	x	x	x	x	x	x	0.37	-0.25	0.071	0.86
Cc1ccc(C(=O)NC(=S)Nc2ccccc2N2CCCC2)cc1[N+](=O)[O-]	-0.4	942	-0.28	1125	-2.4%	i	3	19	688	-2.0%	3.8	2.4	2.1	35	11	-0.67	-0.28	-0.62	0.45
